NR2E3 ag-1 = agonists of human NR2E3 nuclear receptor; Q9Y5X4; CHO-S Gal4-NCOR/VP16-NR2E3 two-hybrid, luciferase; inhibition of corepressor binding, % at 3.98 µM; 360,000 tested, 0.35% active; AID 602229;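 active = inhibition above the mean of all tested compounds plus 3 SD, cut at about 70% in these data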;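 note: 0% = DMSO with NR2E3 transfected cells and 100% = cells lacking NR2E3 construct; higher means lower luciferase signal from less NR2E3 corepressor binding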
Target sequence (Q9Y5X4 whole entry, looked up, the tested form may be a part): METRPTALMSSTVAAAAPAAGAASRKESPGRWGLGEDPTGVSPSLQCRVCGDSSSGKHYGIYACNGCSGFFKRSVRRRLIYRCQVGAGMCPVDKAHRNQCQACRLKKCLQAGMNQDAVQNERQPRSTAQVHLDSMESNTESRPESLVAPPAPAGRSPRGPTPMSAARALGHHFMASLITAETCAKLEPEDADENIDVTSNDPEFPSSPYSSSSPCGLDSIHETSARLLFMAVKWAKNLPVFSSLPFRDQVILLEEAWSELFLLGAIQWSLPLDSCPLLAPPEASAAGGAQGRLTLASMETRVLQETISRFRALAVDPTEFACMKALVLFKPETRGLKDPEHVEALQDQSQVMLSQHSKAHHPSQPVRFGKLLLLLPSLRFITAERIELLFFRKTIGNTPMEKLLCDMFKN
Shn3 3UTR inh = Schnurri-3 reporter inhibition in Clone20 osteoblasts | Clone20 osteoblast Shn3 3'UTR firefly luciferase, 24 h | inhibition, % at 12.5 µM | 360,000 tested, 0.52% active;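 active = mean inhibition of at least 75% with every replicate also reaching 75%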;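 note: 0% = median of neutral control wells and 100% = pilot-screen positive control compound; some compounds past the cut are filed as inactive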
TWEAK Fn14 block = TWEAK-Fn14 signaling inhibition | 360,000 tested, 2% active | inhibition, % at 10 µM | AID 1159606 | TWEAK-stimulated Fn14 reporter cells, luciferase luminescence, 8 h; in the data active = inhibition above about 50%
aDG glyco up = alpha-DG glycosylation activation; Pro5-aDG cells, alpha-DG glycosylation AlphaScreen (IIH6); 0% Pro5, 100% B10-LARGE cell signal; activation, % at 10 µM; 360,000 tested, 0.22% active; AID 624168;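 active = activation of at least 8% versus controls, or a plate z-score of at least 8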;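 note: Pro5 are CHO cells carrying HIG-tagged alpha-DG that lacks glycosylation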
TRPM1 prom inh = inhibitors of MITF-driven TRPM1 promoter in melanoma cells | inhibition, % at 12.5 µM | AID 488899 | 330,000 tested, 0.83% active | SK-MEL-5 TRPM1 promoter luciferase, 24 h;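 active = mean inhibition across replicates of 60% or more, whatever share of single replicates reaches that level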; note: values of inactives mirror those of a sister screen read the other way
HIF-2a inh = HIF-2a inhibition. 786-0 RCC cells HIF-2a reporter, luciferase luminescence, overnight. inhibition, % at 18.8 µM. 360,000 tested, 0.72% active. AID 624352;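 active = inhibition of the luminescence signal of 40% or more relative to plate controls, in a single-dose primary screen at 18.75 µM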
Peg3 prom inh = reduces Peg3 promoter-driven luciferase expression in HeLa; HeLa PEG-Prom luciferase reporter, luminescence, overnight; AID 588405; inhibition, % at 20 µM; 360,000 tested, 1.7% active;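 active = inhibition of at least 50% at 20 µM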
NR2E3 ag-2 = agonists of human nuclear receptor NR2E3; Q9Y5X4; GST-NR2E3/biotin-RetCOR TR-FRET, 1536-well; inhibition of corepressor binding, % at 4.78 µM; 320,000 tested, 0.12% active; AID 2300;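 active = percent inhibition above the cutoff of mean plus 3 SD of all tested compounds, set per screening campaign, cut at about 20% in these data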;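 note: 0% = DMSO wells and 100% = biotin wells as full block of FRET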
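Material – GST-tagged NR2E3 plus biotinylated RetCOR corepressor · Quantity – NR2E3 fusion 1.35 nM · Times – 5 h incubation at 4 °C · Medium – pH 7.5 Tris-based buffer · Technique – TR-FRET, Eu(K)-anti-GST donor, streptavidin-D2 acceptor, ex 340, em 617/671 nm · Benchmarks – high control biotin, low control 0.6% DMSO · Format – 1536-well plates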
CF NFkB inh = blocks PAF-induced NF-kB reporter in cystic fibrosis cells. KKLEB NF-kB-GFP reporter, GFP fluorescence overnight. inhibition, % at 5 µM. 360,000 tested, 0.86% active;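 active = at least 50% inhibition at 5 µM, scaled per plate between neutral and stimulator controls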;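 note: PAF is a Pseudomonas aeruginosa culture filtrate used as stimulus; plate controls were PAF-stimulated DMSO wells for no effect and unstimulated DMSO wells for full effect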
iPSC survival up = hiPSC single-cell survival enhancement; ATPlite luminescence; 100% = ROCK inhibitor wells, 0% = DMSO; survival enhancement, % at 20 µM; 360,000 tested, 0.044% active; AID 602274; in the data active = survival enhancement above about 18%;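 note: cells exposed to compounds for 16 hours before the ATP read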
KKLEB tox = reduces viability of KKLEB cystic fibrosis airway cells | KKLEB CF airway cells viability, ATPlite luminescence, overnight; hits give low values; cells stimulated with P. aeruginosa culture filtrate | activity change (cytotoxicity), % at 5 µM | 360,000 tested, 0.36% active;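 active = corrected activity change at or below -50% at 5 µM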
An asterisk follows results filed as active; · = no result given.

Structure | NR2E3 ag-1 | Shn3 3UTR inh | TWEAK Fn14 block | aDG glyco up | TRPM1 prom inh | HIF-2a inh | Peg3 prom inh | NR2E3 ag-2 | CF NFkB inh | iPSC survival up | KKLEB tox
O=C(Cc1ccc(Cl)cc1)Nc1ccc(N2CCN(C(=O)c3ccco3)CC2)c(Cl)c1 | 17 | 46 | -4 | 0.8 | 16 | 15 | 40 | 1 | 1 | 11 | -4
COc1ccc(S(=O)(=O)NCc2ccc(C)cc2)cc1 | 2 | -21 | -2 | 0.3 | 2 | 17 | 6 | 0 | -12 | 1.2 | 5
COc1ccc(NC(=O)CCC(=O)c2ccc(-c3ccccc3)cc2)cc1 | -28 | 10 | -17 | -0.4 | 5 | 3 | -4 | 4 | -1 | -3.6 | -3
COc1cccc2c1OC1(N3CCOCC3)CCCCC1C2C[N+](=O)[O-] (stereo not given) | -15 | -26 | -4 | 0.1 | · | 10 | -11 | · | -21 | -0.9 | 7
O=C(NCCc1ccccc1)/C(=C/c1ccco1)c1ccccc1 | 11 | 1 | 23 | 0.3 | 17 | 10 | 4 | -1 | 2 | 3.5 | 0
Cc1ccc(S(=O)(=O)N2CCCC(C(=O)NNCC(=O)Nc3cc(F)ccc3F)C2)cc1 (stereo not given) | -10 | 1 | -18 | -0.2 | 6 | 12 | 21 | -2 | 10 | -3.1 | 4
CC(C)(C)C1CCc2c(sc(NC(=O)c3ccco3)c2C(N)=O)C1 (stereo not given) | -32 | -40 | -7 | -0.1 | -72 | -211 | -97 | 1 | -5 | -2.7 | -17
O=C(NCCc1ccccc1)C(=O)NCC1OCCN1S(=O)(=O)c1ccc([N+](=O)[O-])cc1 (stereo not given) | -7 | -33 | -5 | -0.2 | -18 | 9 | 8 | 0 | 2 | 1.6 | -6
CCCOc1ccc(C(=O)Nc2ccc(NC(=O)c3cccs3)cc2)cc1 | -42 | 1 | -36 | 0.3 | -10 | -40 | -41 | 3 | -21 | -0.7 | 6
COc1cccc(C(=O)N2CCC(C(=O)N3CCN(C)CC3)CC2)c1 | -10 | -16 | -7 | 0.0 | -1 | 13 | 12 | · | 8 | -0.3 | 9
O=C(Nc1ccccc1)c1ccccc1NC(=O)c1ccccc1C(=O)O | -45 | 54 | -9 | -0.2 | · | -42 | -17 | 1 | -8 | 1.5 | 13
COC(=O)c1ccc(Cl)c(NC(=O)c2cccc([N+](=O)[O-])c2C)c1 | 7 | 0 | -6 | 0.5 | -9 | -2 | -2 | -2 | -6 | 2.6 | 0
COc1ccc(CCN(Cc2cccs2)S(=O)(=O)c2ccc(S(=O)(=O)N3CCC(C)CC3)cc2)cc1OC | -8 | 13 | -23 | -0.3 | 0 | 14 | 11 | 0 | 25 | -1.1 | -13
COc1cc(OC)c2c(c1)C(=O)OC2 | 14 | 10 | 10 | -0.2 | -3 | 9 | -13 | 3 | 20 | 1.3 | -2
CCC(C)NC(=O)c1ccccc1SC (stereo not given) | 27 | -4 | 12 | 0.1 | 1 | 12 | 14 | 1 | -1 | 1.1 | 7
CSc1nc(N)c(C(=O)N(c2ccccc2)c2ccccc2)s1 | -11 | -5 | -3 | 0.1 | · | 9 | 18 | · | -2 | 3.0 | -1
CCCOc1cccc(C(=O)NC(=S)Nc2cccc(NC(=O)c3ccccc3Cl)c2)c1 | -6 | 2 | -14 | 0.4 | 4 | -16 | -26 | -2 | -21 | 2.8 | 1
CC(OC(=O)Cc1coc2cc3c(cc12)CCC3)C(=O)NCc1ccc2c(c1)OCO2 (stereo not given) | -12 | 7 | -27 | 0.0 | -3 | 11 | 18 | 2 | 17 | 2.8 | -9
CCOC(=O)c1ccc(NC(=O)c2nc[nH]c2C(=O)N[C@H](C)c2ccccc2)cc1 | 4 | -4 | -20 | 0.1 | 4 | 14 | 14 | 0 | -37 | -4.0 | 12
COc1cc(C(=O)Nc2ccc(C(=O)O)cc2)ccc1OC(C)=O | 14 | -9 | 15 | -0.2 | 5 | 15 | 9 | 0 | -7 | -0.7 | -9
COc1cc(OC)cc(C(=O)NCC(=O)OCC(=O)NC2CCCc3ccccc32)c1 (stereo not given) | -18 | -5 | 20 | 0.0 | 15 | 9 | 5 | · | -6 | -1.6 | 7
CC(C)Cc1ccc(C(C)NC(=O)Cc2ccc(S(=O)(=O)N3CCOCC3)s2)cc1 (stereo not given) | 41 | 42 | 6 | 1.2 | -3 | 1 | 0 | 3 | 4 | 0.3 | -16
Cc1ccc(NC(=O)COc2cccc(-n3cnnn3)c2)cc1[N+](=O)[O-] | -6 | -9 | 13 | 0.0 | -4 | 0 | 15 | 1 | 11 | 0.0 | -4
CCC(=O)NC(c1cccs1)c1cc([N+](=O)[O-])c2cccnc2c1OC (stereo not given) | -23 | -2 | 49 | 0.0 | · | -3 | -8 | · | -5 | 1.0 | -26
Cc1ccccc1-n1c(SCC(=O)Nc2cccc3ccccc23)nc(O)cc1=O | -13 | -11 | 6 | -0.3 | 8 | 10 | 4 | -1 | 5 | -0.1 | 16
CC(=O)NC(NC(C)=O)c1ccc(Br)cc1 | -3 | 4 | -6 | -0.2 | -8 | -10 | 7 | 1 | -6 | 0.4 | -7
O=[N+]([O-])c1cc(S(=O)(=O)C(F)(F)F)ccc1Sc1nc2ccccc2[nH]1 | -28 | 16 | 42 | -0.6 | 96* | 93* | 104* | -2 | 50* | -4.2 | -24
CCn1c(SCC(=O)Nc2cccc(OC)c2)nnc1-c1ccc(Cl)cc1 | 2 | 0 | 5 | 4.0 | 6 | 9 | 13 | 3 | 0 | 0.6 | 7
Cc1ccc(NC(=O)CN(C)C(=O)CCC(=O)c2cccs2)cc1 | -36 | -6 | 22 | -0.2 | 0 | 7 | 13 | -1 | 19 | 2.3 | -4
CC1=CC(C2CC(=O)N(c3ccc(C)cc3)C2=O)CC2C(=O)N(c3ccc(C)cc3)C(=O)C12 (stereo not given) | 10 | -5 | 5 | -0.2 | 2 | 16 | 10 | -1 | -5 | -0.6 | 9
Cc1ccc(NCc2nnc3n2CCCCC3)cc1 | -46 | -41 | -30 | 0.2 | -9 | -146 | -108 | 2 | 10 | -0.3 | -6
CC12CN(C(=O)c3cccc([N+](=O)[O-])c3)C3(C#N)CC1CCC23C (stereo not given) | -19 | 11 | -17 | -0.2 | -5 | 7 | 11 | · | -16 | -0.6 | 5
Clc1cccc(N2CCN(CCNc3nc4ccccc4n4cnnc34)CC2)c1 | -18 | 15 | 25 | 2.2 | -11 | 3 | 13 | -4 | 4 | 0.0 | -9
Cc1ccccc1OCC(=O)NNC(=O)CN1C(=O)c2ccccc2C1=O | -2 | 1 | -4 | -0.1 | 3 | 19 | -2 | -2 | 5 | 1.2 | 5
Cc1cc(C(=O)COc2cccnc2[N+](=O)[O-])c(C)n1Cc1ccco1 | 29 | 23 | 14 | 0.0 | -10 | 13 | -53 | 0 | 4 | -0.5 | 6
O=C(COc1ccc(S(=O)(=O)NCc2ccccc2)cc1)NCC1CCCO1 (stereo not given) | 5 | 1 | -10 | 0.1 | 4 | 16 | 11 | -1 | 3 | 4.1 | 0
COC/C=C/C1=CC2=CC(=O)C(C)(OC(=O)c3cnc4ccccc4n3)C(=O)C2=CN1CCOC (stereo not given) | 16 | -2 | -1 | 0.1 | 0 | 9 | -1 | -2 | 35 | 3.6 | -10
CSCCC(c1nnnn1Cc1ccccc1)N1CCN(C/C=C/c2ccccc2)CC1 (stereo not given) | 4 | 63 | 15 | 0.5 | · | -3 | 11 | · | -18 | 0.0 | 6

Ordered by SMILES length (largest number first): part of the list above
Structure | NR2E3 ag-1 | Shn3 3UTR inh | TWEAK Fn14 block | aDG glyco up | TRPM1 prom inh | HIF-2a inh | Peg3 prom inh | NR2E3 ag-2 | CF NFkB inh | iPSC survival up | KKLEB tox
CC1=CC(C2CC(=O)N(c3ccc(C)cc3)C2=O)CC2C(=O)N(c3ccc(C)cc3)C(=O)C12 (stereo not given) | 10 | -5 | 5 | -0.2 | 2 | 16 | 10 | -1 | -5 | -0.6 | 9
COC/C=C/C1=CC2=CC(=O)C(C)(OC(=O)c3cnc4ccccc4n3)C(=O)C2=CN1CCOC (stereo not given) | 16 | -2 | -1 | 0.1 | 0 | 9 | -1 | -2 | 35 | 3.6 | -10
CC(C)Cc1ccc(C(C)NC(=O)Cc2ccc(S(=O)(=O)N3CCOCC3)s2)cc1 (stereo not given) | 41 | 42 | 6 | 1.2 | -3 | 1 | 0 | 3 | 4 | 0.3 | -16
CC12CN(C(=O)c3cccc([N+](=O)[O-])c3)C3(C#N)CC1CCC23C (stereo not given) | -19 | 11 | -17 | -0.2 | -5 | 7 | 11 | · | -16 | -0.6 | 5
COc1cc(OC)cc(C(=O)NCC(=O)OCC(=O)NC2CCCc3ccccc32)c1 (stereo not given) | -18 | -5 | 20 | 0.0 | 15 | 9 | 5 | · | -6 | -1.6 | 7
Cc1ccc(NC(=O)COc2cccc(-n3cnnn3)c2)cc1[N+](=O)[O-] | -6 | -9 | 13 | 0.0 | -4 | 0 | 15 | 1 | 11 | 0.0 | -4
CCC(=O)NC(c1cccs1)c1cc([N+](=O)[O-])c2cccnc2c1OC (stereo not given) | -23 | -2 | 49 | 0.0 | · | -3 | -8 | · | -5 | 1.0 | -26
CSCCC(c1nnnn1Cc1ccccc1)N1CCN(C/C=C/c2ccccc2)CC1 (stereo not given) | 4 | 63 | 15 | 0.5 | · | -3 | 11 | · | -18 | 0.0 | 6
O=C(COc1ccc(S(=O)(=O)NCc2ccccc2)cc1)NCC1CCCO1 (stereo not given) | 5 | 1 | -10 | 0.1 | 4 | 16 | 11 | -1 | 3 | 4.1 | 0
Clc1cccc(N2CCN(CCNc3nc4ccccc4n4cnnc34)CC2)c1 | -18 | 15 | 25 | 2.2 | -11 | 3 | 13 | -4 | 4 | 0.0 | -9
Cc1ccccc1OCC(=O)NNC(=O)CN1C(=O)c2ccccc2C1=O | -2 | 1 | -4 | -0.1 | 3 | 19 | -2 | -2 | 5 | 1.2 | 5
Cc1ccc(NC(=O)CN(C)C(=O)CCC(=O)c2cccs2)cc1 | -36 | -6 | 22 | -0.2 | 0 | 7 | 13 | -1 | 19 | 2.3 | -4
CC(=O)NC(NC(C)=O)c1ccc(Br)cc1 | -3 | 4 | -6 | -0.2 | -8 | -10 | 7 | 1 | -6 | 0.4 | -7
Cc1ccc(NCc2nnc3n2CCCCC3)cc1 | -46 | -41 | -30 | 0.2 | -9 | -146 | -108 | 2 | 10 | -0.3 | -6

Screening data as filed in PubChem.
